Pf Dd2 inh: blocks in vitro growth of P. falciparum Dd2; AID 1347417; P. falciparum Dd2 growth, SYBR Green, 72 h; 120,000 compounds, 4.3% hits; Potency, µM (titrated, usually from 28.9 µM), without a hit: top-dose activity, negative = inhibition, most hits filed as inhibitors; active = well fitted inhibition curve with a large enough effect; inconclusive = small, poorly fitted or top-dose-only effect; inactive = no such curve, though single readings can be large or run the other way;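 note: plate controls were DMSO vehicle for no effect and reference drug for full effect; nearly all actives have a fitted effect of over 65% in size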
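Readout: SYBR Green fluorescence, 485 nm excitation, 535 nm emission, after ~16 h lysis at 37C. Before that, Dd2-infected red cells (2.5% hematocrit) grew 72 h with compound, 29 uM top final concentration.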
Numbers without * were called inactive; i = inactive; ? = inconclusive; [ ] = another dose, or the depositor's remark. Potency is the fitted concentration of half-maximal effect.

SMILES	Pf Dd2 inh
COc1ccc(-c2cc3nc4c(c(=O)n3[nH]2)CN(C(=O)Cc2ccc(NC(C)=O)cc2)CC4)cc1	-12%[5.79 µM]
Cc1ccc(NC(=O)Cn2ccn(-c3ccc(F)c(F)c3)c(=O)c2=O)cc1C	54%[activator]
CCCn1nc(C)c(Cn2cc(-c3nccn3C)nn2)c1C	-12%
Cc1nc(CN2CCOC3(CCN(Cc4ccccc4Cl)CC3)C2=O)cs1	i
COc1ccc(-c2nc(CNC(=O)Nc3ccccc3)c(C)o2)c(OC)c1	26%
Cc1cccc(OCC(=O)N(Cc2cccs2)c2ccc(Cl)cc2)c1C	i
O=C(NC1CCCCC1)[C@H]1O[C@H](CCN2CCN(Cc3ccccc3)CC2)CC[C@@H]1O	-2%[44.1 µM]
CC(C)[C@H]1CN(Cc2ccccc2C#N)C[C@@H]1NC(=O)C1CCOCC1	-3%
Cc1cc(CN2CCC3(C2)C(=O)N(c2ccccc2)c2ccccc23)no1 (stereo not given)	-18%
O=C(NCc1cccs1)c1cc2c(s1)CCN(C(=O)c1ccc(F)cc1)C2	i
O=C1Nc2ccccc2O[C@H]2C[C@@H]1N(Cc1nccs1)C2	-5%[44.1 µM]
Clc1ccccc1CN1CC[C@H](c2nnc(-c3ccccc3)o2)C1	-10%[44.1 µM]
CCc1ccc(C2N3CC4(C)CN2CC(c2ccccc2)(C3)C4=O)cc1 (stereo not given)	20%
Cc1ccc(CNC(=O)c2cc(S(=O)(=O)N3CCCC(C)C3)cn2C)cc1 (stereo not given)	i
Cc1cn2nc(C(=O)N3CCN(c4ccccc4F)CC3)cc2c(N2CCCC2)n1	0%
O=C(N1CCCC1)C1(CCO)CC12CCOCC2 (stereo not given)	3%
CCNC(=O)N1CCCC(Cc2ncc(C)n2CC2CC2)C1 (stereo not given)	i
CC(C)NC(=O)CC(=O)Nc1ccc2nc3n(c(=O)c2c1)CCCCC3	-18%
CCOCc1nc(C2CCCN(C(=O)c3ccc(OCC)cc3)C2)no1 (stereo not given)	-23%
CCNC(=O)Cc1ccc(N(Cc2cccc(F)c2)C(=O)c2ccco2)cc1	-23%
COCCOCC(=O)N1CC(Oc2ccc(-c3nc(C)no3)cc2)C1	77%[activator][5.79 µM]
COCC(=O)Nc1ccc(-c2noc([C@@H]3CCCN3Cc3ccc(F)cc3)n2)cn1	-10%[44.1 µM]
Cc1ccc(C)c(N2CCN(CCCNC(=O)Cn3c(-c4cccs4)cc4ccccc43)CC2)c1	7.9µM*
O=C(Cn1c(=O)n(-c2ccc(F)cc2)c(=O)c2sccc21)Nc1cccc(C(F)(F)F)c1	?
COCC(=O)N1CCC(Oc2nccnc2N2CCOCC2)C1 (stereo not given)	45%[activator]

(list continues)
SMILES	Pf Dd2 inh
Cc1cccc(S(=O)(=O)N2[C@@H]3CC[C@H]2CC(NC(=O)c2ccncc2)C3)c1 (stereo not given in full)	i
CC(C)Cn1nc2n(c1=O)CCN(S(=O)(=O)c1cc(F)ccc1F)CC2	-9%
O=C(CCNc1c(-c2cccc(F)c2)nc2cnccn12)NCc1ccc(Cl)cc1	-3%
O=C(NCc1ccccc1Cl)NCc1noc2ccccc12	-17%
N#Cc1ccccc1Cn1c(=O)n(CCCC(=O)NCc2ccc3c(c2)OCO3)c(=O)c2sccc21	-22%
O=C(c1ccc2cc[nH]c2c1)N1CCCC(Cc2noc(-c3ccccc3)n2)C1 (stereo not given)	i
CCc1ccccc1NC(=O)Cn1nc(N2CCN(c3ccccc3OC)CC2)ccc1=O	i
COc1ccc(N(CC(=O)NCCc2ccccc2)S(=O)(=O)c2c(C)nn(C)c2C)cc1	-13%
CCOC(=O)c1cc2c(=O)n3ccccc3nc2n(Cc2ccco2)c1=NC(=O)c1ccc(F)cc1	?
O=C(c1nccc2ccccc12)N1CC(CO)C2(CCNCC2)C1 (stereo not given)	14%
CCOC(=O)c1cc2c(=O)n3ccccc3nc2n(C(C)C)c1=NC(=O)C(C)(C)Oc1ccc(Cl)cc1	4%
CCN(CC)C(=O)c1sc2c(c1C)c(=O)n(Cc1ccccc1)c(=O)n2Cc1cc(C)ccc1C	?
COC(=O)c1c(NC(=O)c2nc(SCc3ccc(F)cc3)ncc2Cl)sc2c1CCCC2	49%[activator]
COCCCNC(=O)CN1C(=O)COc2ccc(S(=O)(=O)N3CCOCC3)cc21	17%
CN(Cc1cccn1C)C(=O)c1ccccc1F	17%[44.1 µM]
C=CCO[C@@H]1CCN2C(=O)[C@@H]3C[C@@H](OCC4CC4)CN3C(=O)[C@@H]2C1	-3%[44.1 µM]
O=C(Nc1ccc(-c2nnc3n2CCCC3)cc1)c1ccc2c(c1)OCO2	?
O=C(O)c1cncc(-c2cccc(CN3CCOCC3)c2)n1	-16%
COCCNC(=O)C[C@@H]1C[C@@H](C(C)C)[C@H](CNS(=O)(=O)c2ccccc2)C=C1C	?
CCOc1ccccc1NC(=O)N1C[C@@H](F)C[C@H]1C(=O)N1CCc2ccccc2C1	48%[activator]
COC(=O)CN1C(C(=O)c2ccccc2)=C(OC(=O)c2ccccc2)c2ccccc2S1(=O)=O	18%
O=C(NCCc1ccco1)C1CC(=O)N(c2n[nH]c3ccccc23)C1 (stereo not given)	14%
Cc1cc(C)cc(Nc2cc(-c3ccccc3)nc(C)n2)c1	11µM*
Nc1nonc1-c1nc2ccccc2n1Cc1c(Cl)cccc1Cl	i
Cc1ccc(OCC(=O)N2CCCC(c3nn(C)c(=O)n3C(C)C)C2)cc1 (stereo not given)	-22%

Reformatted in CSV form: seven of the compounds above
structure,Pf Dd2 inh
CCOC(=O)c1cc2c(=O)n3ccccc3nc2n(Cc2ccco2)c1=NC(=O)c1ccc(F)cc1,?
O=C(c1nccc2ccccc12)N1CC(CO)C2(CCNCC2)C1 (stereo not given),14%
CCOC(=O)c1cc2c(=O)n3ccccc3nc2n(C(C)C)c1=NC(=O)C(C)(C)Oc1ccc(Cl)cc1,4%
CCN(CC)C(=O)c1sc2c(c1C)c(=O)n(Cc1ccccc1)c(=O)n2Cc1cc(C)ccc1C,?
COC(=O)c1c(NC(=O)c2nc(SCc3ccc(F)cc3)ncc2Cl)sc2c1CCCC2,49%[activator]
COCCCNC(=O)CN1C(=O)COc2ccc(S(=O)(=O)N3CCOCC3)cc21,17%
CN(Cc1cccn1C)C(=O)c1ccccc1F,17%[44.1 µM]

The list continues.
SMILES	Pf Dd2 inh
NC(=O)c1nc(Nc2ccccc2)sc1NC(=O)c1c(F)cccc1F	53%[activator]
CC(=O)Nc1c(C)nn(-c2ccccc2)c1N1CCC(C(=O)Nc2cc(F)ccc2F)CC1	-6%
CN(C)C[C@@H]1CN(S(C)(=O)=O)C[C@H]1NC(=O)c1nn(C)c2ccccc12	-15%
CC(C)c1cnc2c(c1SCc1cccc(F)c1)c(=O)n(C)c(=O)n2C	-25%
Cc1noc(-c2cn(C3CCN(C(=O)c4ccc(C)s4)C3)nn2)n1 (stereo not given)	?
Cc1cc(C)nc(NC(=NCCc2c[nH]c3ccc(Cl)cc23)NC(=O)c2ccccc2C)n1	-4%
CO[C@@H]1C[C@H]2C(=O)Nc3ccc(-c4cccc(C(F)(F)F)c4)cc3C(=O)N2C1	-16%[44.1 µM]
O=C(CN1C(=O)C2(SCC(=O)N2c2cccc(Cl)c2)c2ccccc21)NCc1ccccc1 (stereo not given)	11µM*
COc1ccc(Nc2ncc3c(n2)CCN(Cc2ccccc2C)C3)c(OC)c1	1%
CCCCCNC(=O)CCN(CCCC)C(=O)c1ccoc1	i
CN1C[C@@H](NC(=O)c2ccc(C(C)(C)C)cc2)C[C@H]1c1nc(-c2ccc3ccccc3c2)no1	?
Cc1ccccc1NC(=O)Cn1nc(-c2ccc(F)cc2)c2cnc3ccccc3c21	23%
Cc1cccc(NC(=O)C2CCCN(S(=O)(=O)c3c(C)n[nH]c3C)C2)c1 (stereo not given)	i
COC(=O)c1cnc(N2CCN(c3ccc(OC)cc3)CC2)c2ccccc12	-10%
CCN(CC)C(=O)c1cc2c(s1)CCC(C(=O)O)C2 (stereo not given)	29%
O=C(Nc1cc(F)ccc1F)N1CCC(Oc2ncccc2C(=O)N2CCCCC2)C1 (stereo not given)	-22%
Nc1c(C(=O)Nc2ccc(Br)cc2F)sc2nc3c(cc12)N1CCC3CC1	-22%
CN(Cc1ccccc1)Cc1cn(C[C@H]2O[C@@H](CC(=O)NCc3ccc(F)cc3)[C@H](O)[C@@H]2O)nn1	-2%
C1CNCC(Cc2nc(C3CCOCC3)no2)C1 (stereo not given)	11%
CNC(=O)C1CCC(Cn2c(=O)c3sccc3n(CC(=O)N3CCC(C)CC3)c2=O)CC1 (stereo not given)	8%
CN(C)Cc1nnc(C2CCN(c3nnnn3-c3ccccc3)CC2)n1C	7%
O=C(c1ccsc1)N1CCCC2(C1)Nc1cccnc1NC2=NCc1ccccc1 (stereo not given)	i[5.79 µM]
O=C(NCc1ccccc1)c1ccc(CN2C(=O)NC3(CCOCC3)C2=O)cc1	26%
COc1ccc(Cl)cc1NC(=O)CN1Cc2ccccc2C1=O	i
CC(C)c1nccn1CCCNC(=O)c1ccc(-c2cccc(F)c2)nc1	-22%

(further entries)
SMILES	Pf Dd2 inh
NC(=O)C1(N2CCCCC2)CCN(Cc2cc3n(n2)CCNC3)CC1	-3%
OCCC1CN(c2nccc(-c3ccccn3)n2)CCN1Cc1ccoc1 (stereo not given)	-11%
CCCCCC(=O)Nc1ccc(NC(=O)c2cc3ccccc3o2)c(OC)c1	-5%
COc1ccc(CN[C@H]2[C@H](O)[C@@H](N3CCCCC3)[C@@H]3OC[C@H]2O3)cc1	i
O=C(c1cccc(Cl)c1)N1CCc2nc(-c3ccccc3)nc(-c3ccc(Cl)cc3)c2C1	-21%
COc1ccc(-c2cc(C(F)(F)F)nc(SCC(=O)NCCc3ccccc3)n2)cc1OC	i
CCOc1ccc(-c2nnc(SCC(=O)Nc3cccc(C#N)c3)o2)cc1	?
COc1cc(OC)c(NC(=O)CN2C(=O)CCn3nc(-c4cccn4C)cc32)cc1Cl	?
O=C(c1ccccc1)N1CCN(CCc2ccncc2)CC1	3%
O=C(NCc1ccccc1)N1CCCC(c2nc(CCOc3ccc(F)cc3)no2)C1 (stereo not given)	i
CCn1cc(S(=O)(=O)NCC2Cn3cccc3C(=O)N2Cc2ccccc2)cn1 (stereo not given)	i
COc1ccc2c(c1)C1(CCN(C(=O)Nc3cccc(C)c3)C1)C(=O)N2C (stereo not given)	-9%
COCCNC(=O)[C@@H]1C[C@@H](O)CN1C1CCN(C(=O)CC(C)C)CC1	9%
COCCNc1ncnc2c1CN(c1ccccc1F)C(=O)CN2C	7%
O=C(c1ccco1)n1nc(-c2ccccc2)nc1NCc1ccc(F)cc1	10%
COc1cc(OC)c(NC(=O)N2CC=C(c3c[nH]c4ccccc34)CC2)cc1Cl	?
Cc1cc2nc3n(c(=O)c2n1CC(=O)NCCCc1ccccc1)CCCCC3	96%[activator]
CCC(CC)c1cc([C@H]2CN3CC[C@H]2C[C@@H]3CO)nc(-c2ccncc2)n1	7.1µM*
CCCCNC(=O)c1cccc2c1CCN2S(=O)(=O)c1ccc(C)cc1	?
CC1=NS(=O)(=O)N(C)C=C1C(=O)OCc1nc(-c2ccccc2C)no1	36%[activator]
Cn1nccc1CN1CCC(N2Cc3ccccc3C2=O)CC1	18%
N#Cc1c(-c2ccccc2)cc(-c2ccccc2)nc1SCC(O)CS(=O)(=O)Cc1ccc(Cl)cc1 (stereo not given)	?
CCN1CCN(c2c(S(=O)(=O)c3ccc(C)c(C)c3)cnc3cc(OC)c(OC)cc23)CC1	?
COc1cc(Cl)c(C)cc1NC(=O)c1cc2c(s1)-c1c(C)cccc1OC2	i
Cc1ccc(CNC(=O)c2sc3nc(-c4ccccc4)cn3c2C)cc1	-11%

Seven entries from above, as a markdown table:
| mol | Pf Dd2 inh |
| --- | --- |
| COc1cc(OC)c(NC(=O)N2CC=C(c3c[nH]c4ccccc34)CC2)cc1Cl | ? |
| Cc1cc2nc3n(c(=O)c2n1CC(=O)NCCCc1ccccc1)CCCCC3 | 96%[activator] |
| CCC(CC)c1cc([C@H]2CN3CC[C@H]2C[C@@H]3CO)nc(-c2ccncc2)n1 | 7.1µM* |
| CCCCNC(=O)c1cccc2c1CCN2S(=O)(=O)c1ccc(C)cc1 | ? |
| CC1=NS(=O)(=O)N(C)C=C1C(=O)OCc1nc(-c2ccccc2C)no1 | 36%[activator] |
| Cn1nccc1CN1CCC(N2Cc3ccccc3C2=O)CC1 | 18% |
| N#Cc1c(-c2ccccc2)cc(-c2ccccc2)nc1SCC(O)CS(=O)(=O)Cc1ccc(Cl)cc1 (stereo not given) | ? |

The listing continues:
SMILES	Pf Dd2 inh
COc1ccc2c(c1)c(=O)c(S(=O)(=O)c1ccc(C)c(C)c1)cn2CC(=O)Nc1ccccc1	-6%
O=C(COc1ccc(Cl)cc1)Nc1ccc(-c2nc3cc(Cl)ccc3o2)c(O)c1	-7%
CCCNC(=O)c1ccc(CN2C(=O)NC3(CCS(=O)(=O)CC3)C2=O)cc1	-2%
COCc1nnc2n1CCC(NC(=O)Cn1nc(C(F)(F)F)cc1C)CC2 (stereo not given)	41%[activator]
Cc1cccc(N2CC(C)Cn3c2nc2c3c(=O)n(CC(=O)O)c(=O)n2C)c1 (stereo not given)	3%
Cc1ccc(-n2c(SCCC(C)C)nc3sc4c(c3c2=O)CC(C)(C)OC4)cc1	9%
CC(C)NC(=O)N(C1CC1)C1CCOC2(CCN(C(=O)c3n[nH]c4ccccc34)CC2)C1 (stereo not given)	-28%
Cn1nc(C2CCN(C(=O)NCc3ccccc3)CC2)c2c1CCOC2	16%[5.79 µM]
C=Cc1ccc(Cn2c(C)c(CNCCc3ccc(OCC)cc3)c(C(=O)O)c2C)cc1	?
COc1cc(NC(=O)CN2C(=O)C(c3ccc(C)cc3)=NC23CCCCCC3)cc(OC)c1	?
O=C(NCCc1ccc(Cl)cc1)c1cc(-c2ccc(Cl)cc2Cl)c2cccn2n1	8%
O=[S+]1([O-])NC2(CCN(Cc3ccc(F)cc3)CC2)CNc2ccccc21	?
Cc1ccc(-c2nc3c4ccccc4n(CC(=O)N4CCN(c5ccccc5F)CC4)c(=O)n3n2)cc1	15%

Screens from PubChem BioAssay.

A portion of the library. The share of hits here may be higher or lower than overall.
